Screens from PubChem.
BaF3 tox = reduces parental Ba/F3 cell viability, JAK2V617F counter-screen | CellTiter-Glo ATP luminescence | 220,000 tested, 1.1% active | AID 1486 | inhibition, % at 5.6 µM;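 active means inhibition above a per-campaign cutoff, the mean inhibition of all tested compounds plus 3 SD, cut at about 27% in these data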;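 further: 0% = DMSO wells and 100% = JAK Inhibitor I control wells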
PPC-1+TRAIL kill = PPC-1 cancer cell killing with TRAIL present; 220,000 tested, 0.41% active; cell killing (% activity), % at 4 µM; PPC-1 cells + TRAIL, ATPLite viability luminescence; AID 1443;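 active means cell killing above 50% in the first pass at 4 µM, then a duplicate retest at 5 µM averaging 50% or more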;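 further: plate controls were cells with TRAIL plus DMSO for no effect and medium-only wells lacking cells for full effect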
TNF necrop inh = TNF-alpha cell death inhibition in Jurkat FADD-/- cells | 220,000 tested, 0.068% active | activation (protection from cell death), % at 10 µM | AID 463075 | Jurkat FADD-/- TNF necroptosis rescue, ATP luminescence, 24 h; 0 = TNF only, 100 = no-TNF cells;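 active means activation, meaning protection from cell death, of at least 50% relative to plate controls; inactive means activation below 50%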;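 further: necroptosis triggered by 40 ng/mL TNF-alpha added together with compound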
CHOP inhibitor = blocks CHOP induction under ER stress | CHO-K1 CHOP-promoter luciferase, tunicamycin-induced, 15-18 h | inhibition, % at 10 µM | 220,000 tested, 3.8% active;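 active means compounds that reduced the stress-induced luciferase reporter signal by more than about 70% of percent inhibition, limit read from the data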;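 further: 0% = tunicamycin plus vehicle and 100% = wells without tunicamycin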
RBBP9 inhibitor = human RBBP9 hydrolase inhibition; inhibition, % at 7.94 µM; recombinant RBBP9, FP-Rh probe fluorescence polarization; O75884; AID 1515; 220,000 tested, 0.2% active;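 active means inhibition above the campaign mean of all tested compounds plus 3 SD, cut at about 14% in these data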;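 further: plate controls were DMSO wells with RBBP9 for no effect and wells lacking RBBP9 protein for full effect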
Target sequence (O75884 whole entry, looked up): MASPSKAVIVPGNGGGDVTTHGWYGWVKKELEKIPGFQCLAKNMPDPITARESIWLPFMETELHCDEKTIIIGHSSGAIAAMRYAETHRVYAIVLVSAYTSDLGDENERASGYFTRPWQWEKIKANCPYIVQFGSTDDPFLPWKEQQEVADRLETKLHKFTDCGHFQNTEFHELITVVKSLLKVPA
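system = RBBP9 protein | input = RBBP9 at 2.5 µM in dispensed solution, before mixing | measured by = fluorescence polarization (mP), excitation 525 nm, emission 598 nm | incubation = enzyme-compound preincubation 30 min, then probe labeling 45 min, 25 °C | buffer or medium = Tris-NaCl-Pluronic buffer, pH 8.0 | compound = single dose 7.94 µM | also added = FP-Rh probe, 375 nM dispensing solution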
Wee1 degr inh = blocks degradation of human Wee1 kinase; P30291; HeLa Luc-Wee1K328M stability, luciferase luminescence; 100% = proteasome inhibitor MG132 effect; reporter increase, % at 5 µM; 220,000 tested, 1.2% active; AID 1321;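 active means activation above the mean of all tested compounds plus 3 SD, set per screening run, cut at about 8.8% in these data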;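 further: cells exposed to compound for 20 h before luminescence read; 0% = DMSO alone and 100% = MG132 at 30 µM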
TRPML3 ag = human mucolipin-3 channel agonism; Q8TDD5; AID 1448; HEK293 TRPML3-YFP, Fluo-8 calcium fluorescence; 100% = the carbachol control signal; 220,000 tested, 0.29% active; activation, % at 3 µM;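 active means activation above its plate's cutoff, the mean activation of the plate's test wells plus 3 SD, cut at about 12% in these data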;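 further: 0% = DMSO only wells and 100% = carbachol wells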
Target sequence (Q8TDD5 whole entry, looked up): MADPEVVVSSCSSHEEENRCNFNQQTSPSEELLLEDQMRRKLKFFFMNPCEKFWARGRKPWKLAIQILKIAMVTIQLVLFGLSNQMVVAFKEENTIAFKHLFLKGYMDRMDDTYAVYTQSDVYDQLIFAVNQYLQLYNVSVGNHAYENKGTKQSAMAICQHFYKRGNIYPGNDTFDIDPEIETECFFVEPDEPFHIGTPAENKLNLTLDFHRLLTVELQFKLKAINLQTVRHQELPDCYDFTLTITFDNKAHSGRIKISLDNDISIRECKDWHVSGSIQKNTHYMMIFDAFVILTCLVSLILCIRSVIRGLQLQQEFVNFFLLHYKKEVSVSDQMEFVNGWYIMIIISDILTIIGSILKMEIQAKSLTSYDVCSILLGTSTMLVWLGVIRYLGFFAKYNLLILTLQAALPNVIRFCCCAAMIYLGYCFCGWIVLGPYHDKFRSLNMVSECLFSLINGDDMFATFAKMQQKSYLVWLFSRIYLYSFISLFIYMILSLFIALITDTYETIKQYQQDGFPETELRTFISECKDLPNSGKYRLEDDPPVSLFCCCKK
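Test system – HEK293 line with stable expression of human TRPML3-YFP channel · Control set – carbachol 87 µM final as high control (100%), DMSO as low control (0%) · Signal – Fluo-8 calcium dye fluorescence, ex 470-495, em 515-575 nm · Incubation – 1-h 37 °C dye load, 5-s basal, 120-s post-compound reads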
TRPN1 ag = agonists of zebrafish TRPN1 channel | activation, % at 3 µM | 220,000 tested, 0.18% active | HEK293 zebrafish TRPN1-YFP, Fluo-8 calcium fluorescence; 100% = response to 87 µM carbachol;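 active means activation above its plate's cutoff, the mean activation of test wells on that plate plus 3 SD, cut at about 19% in these data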;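 further: 0% = DMSO alone and 100% = 87 µM carbachol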
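System: zebrafish TRPN1-YFP in HEK293 cells / Dosing: 3 µM single point / Timing: dye loading 1 h at 37 °C, then 30 min room temperature / Signal: Fluo-8 calcium fluorescence, excitation 470-495 nm, emission 515-575 nm / Read-out basis: percent activation from peak over basal fluorescence ratio, control-normalized / Control set: high carbachol 87 µM, low DMSO alone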
Ba/F3 V617F tox = lowers viability of Ba/F3 cells expressing EpoR and JAK2V617F; ATP luminescence; inhibition, % at 5.6 µM; 220,000 tested, 1.1% active;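 active means inhibition above the campaign mean plus 3 SD over all tested compounds, cut at about 24% in these data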;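 further: cytokine-independent growth of Ba/F3 cells driven by EpoR plus mutant JAK2; 0% = DMSO-treated cells and 100% = JAK inhibitor I control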
Starred values were filed as active, the others as inactive; · = not tested or not shown. The order is random. About 6.8% of those tested had a hit in this group.

SMILES | BaF3 tox | PPC-1+TRAIL kill | TNF necrop inh | CHOP inhibitor | RBBP9 inhibitor | Wee1 degr inh | TRPML3 ag | TRPN1 ag | Ba/F3 V617F tox
CC(C)NCCOc1cccc(Br)c1 | 4 | -4 | 0.5 | 62 | -6 | 0 | 0.9 | -0.3 | 0
CC(=O)NC1C(=O)N(CC(C)C)c2ccccc21 (centres undefined) | 4 | 2 | 0.1 | 6 | 5 | 6 | 0.0 | 0.2 | -3
CCOC(=O)CCc1c(C)nc(-n2[nH]c(C)c(CCO)c2=O)[nH]c1=O | 2 | 7 | -0.8 | 2 | -6 | -1 | 1.0 | 1.7 | 4
Nc1nnc(SCC(=O)NC2CCCc3ccccc32)s1 (centres undefined) | 3 | 12 | 2.1 | 13 | 4 | -5 | 1.0 | 0.0 | -2
Cc1cccc(C)c1NC(=S)NCCc1ccccn1 | 0 | 29 | 1.0 | 26 | 0 | -1 | 0.0 | -1.4 | -1
CCN1CCc2c(OCC(=O)N3CCC(C)CC3)cccc2C1=O | 5 | -3 | 0.4 | -2 | -6 | -4 | 0.6 | 1.4 | -4
CCC(NC(=O)NCc1ccccc1)(C(F)(F)F)C(F)(F)F | -1 | -6 | 6.3 | -4 | -3 | 0 | -0.2 | -1.2 | -4
CCOC(=O)c1cccc(-n2c(C)cc(C=O)c2C)c1 | 4 | 0 | 0.4 | -1 | 3 | 1 | -0.3 | -1.6 | -4
Clc1ccc2c(c1)C1=C(C(c3ccncc3)O2)C(c2ccc(Br)cc2)n2ncnc2N1 (centres undefined) | 12 | 18 | -2.7 | · | -8 | -1 | -0.7 | -1.5 | 0
NS(=O)(=O)c1ccc(CCNc2cc(=O)n(Cc3ccc(F)cc3)c(=O)[nH]2)cc1 | 8 | -25 | 0.9 | 2 | -7 | -2 | 0.2 | -1.0 | 2
Cc1ccc(-n2c(C)nc3c(cnn3-c3ccccc3Cl)c2=O)cc1C | 2 | 17 | -2.5 | 21 | -5 | 4 | 0.0 | -0.4 | -4
CC(C)[C@H](NS(=O)(=O)c1ccc2c(c1)OCCO2)C(=O)OCC(=O)Nc1cccc(Cl)c1Cl | 8 | 3 | 2.0 | 29 | -8 | -3 | 20* | 0.2 | 1
Cc1oc(S(=O)(=O)N(C)C)cc1C(=O)Nc1ccc(F)cc1 | -2 | -15 | -0.3 | -2 | -5 | 0 | 1.7 | 2.7 | -1
COC(=O)C1(S(=O)(=O)C2(C(=O)OC)CCCC2)CCCC1 | 4 | 4 | 0.0 | 4 | -12 | -1 | 0.2 | 1.8 | 3
Cc1cc(S(=O)(=O)Nc2cccnc2)c(C)s1 | 7 | 18 | 0.2 | 13 | -6 | 1 | 0.1 | 0.2 | 3
C=CCN(CC=C)C(=S)NC(=O)/C=C/c1ccccc1 | 4 | 7 | 0.7 | -10 | -7 | -4 | 0.8 | 0.6 | -1
CCOC(=O)N1CCN(Cc2nc3c(c(=O)n(C)c(=O)n3C)n2CCC(C)C)CC1 | 9 | 12 | -2.0 | -15 | 2 | -1 | -0.2 | 1.3 | 1
COc1ccc(NCc2ccccc2[N+](=O)[O-])cc1OC | 4 | 21 | 0.8 | -2 | 4 | 2 | -0.3 | 0.2 | -6
C/C(=N\OC(=O)Nc1ccccc1)c1cnn(-c2cc(C(F)(F)F)cc(C)n2)c1C | 1 | 5 | 1.7 | 7 | 0 | 5 | 0.8 | 1.8 | -3
Cc1cc2ccccn2c1C(=S)NC(=O)c1ccccc1 | 10 | -1 | -0.3 | 30 | -3 | -1 | 0.7 | 1.3 | 0
Cn1nc(CC(=O)NC2CCCCCC2)c2ccccc2c1=O | 5 | 21 | -3.2 | 38 | -1 | -3 | 3.0 | 5.9 | -5
Cc1ccc(-c2n[nH]c(=S)n2/N=C/c2cc3c(cc2[N+](=O)[O-])OCO3)cc1 | 6 | 12 | -1.1 | -12 | -1 | 0 | -0.3 | -0.8 | 2
CNC(=O)COC(=O)/C=C/c1cccs1 | -3 | -3 | -0.5 | 2 | 3 | -2 | 0.8 | 0.6 | -4
O=C(Nc1ccn(Cc2ccccc2F)n1)c1ccc(COc2ccccc2Cl)cc1 | 2 | 40 | -13 | 74* | -21 | -2 | 1.6 | 2.1 | -4
c1cc(-c2nn[nH]n2)ccc1CN1CCCCC1 | 5 | 6 | 0.9 | 33 | -9 | 5 | 1.2 | 2.1 | -1
Cc1ccn2c(NC3CCCC3)c(-c3ccncc3)nc2c1 | 9 | 5 | -0.3 | -8 | -1 | -1 | -0.1 | -1.4 | 8
CCC1Sc2ccccc2N(CC(=O)NCc2ccc3c(c2)OCO3)C1=O (centres undefined) | 8 | 16 | -1.7 | 21 | -7 | 1 | -0.7 | 0.5 | 7
COc1ccc(CC(=O)Nc2cccc(C(=O)Nc3cccc(C)c3)c2)cc1 | 7 | 7 | 0.4 | -10 | -7 | 3 | 0.3 | -0.6 | 1
Clc1ccc(-c2csc(-c3ccno3)n2)cc1 | 2 | 7 | 3.2 | 22 | -6 | 4 | -0.3 | -1.7 | -4
Fc1ccc(CSc2nnc(-c3cnccn3)n2Cc2ccco2)cc1 | 1 | 18 | 0.6 | 49 | -3 | 2 | -0.7 | -0.5 | 0
COc1cc(S(=O)(=O)NCc2ccncc2)c(OC)cc1Cl | 7 | 22 | 0.1 | -4 | -3 | -2 | 0.8 | 1.4 | 0
CCN1CCN(c2cc(C)c3cc(NC(=O)c4cccs4)ccc3n2)CC1 | 3 | 19 | 6.1 | -24 | 6 | -2 | 1.0 | 3.3 | -3
C=CCn1c(-c2ccc3[nH]c(C)c(C)c3c2)n[nH]c1=S | 1 | -6 | -1.3 | 39 | 0 | -4 | -0.1 | 0.5 | -1
CCc1ccc(C(=O)COC(=O)c2n[nH]c3ccccc23)cc1 | 9 | 4 | 0.1 | 69 | -8 | 1 | -0.2 | -1.0 | -2
CCCCC(=O)Nc1nc2ccc3nc(C)sc3c2s1 | 7 | -3 | 6.5 | 44 | -9 | 3 | -0.3 | -0.4 | 7
CCC(C(=O)Nc1nccs1)c1ccccc1 (centres undefined) | 4 | 2 | 3.1 | 5 | -13 | 17* | -0.5 | -1.1 | 0
CCS(=O)(=O)Nc1cccc(C2=NN(S(C)(=O)=O)C(c3ccccc3)C2)c1 (centres undefined) | 2 | 4 | 2.0 | 8 | -3 | 0 | 1.0 | 0.4 | -2
O=C(O)c1ccccc1C(=O)c1ccc(Sc2ccc(Cl)cc2)c([N+](=O)[O-])c1 | 1 | 2 | 2.5 | 20 | 7 | 0 | -0.2 | -0.4 | -3
CC(C)N(CCNCc1nnc(-c2ccccc2)o1)C(C)C | 4 | 1 | 1.3 | 13 | -10 | 0 | 0.6 | -0.1 | -1
Cc1ccc(CCNC(=O)C2CCN(S(=O)(=O)c3ccc4c(c3)CCC(=O)N4)CC2)cc1 | 3 | 31 | 2.1 | 19 | -3 | -2 | -0.3 | -0.1 | 0
CC(C)(C)NCCCCOc1ccccc1F | 4 | 16 | 2.3 | 25 | -3 | 0 | 0.6 | 1.1 | -2
O=C(Cn1cncn1)NCc1ccccc1Br | 6 | 10 | -1.2 | 36 | -8 | 0 | 0.4 | 0.7 | 0
COc1ccc(CN2CCCC(CNC(=O)c3ccc(F)cc3)C2)c(C)c1C (centres undefined) | 8 | · | 6.3 | 6 | -2 | 1 | -0.5 | 0.7 | 5
O=C(c1cccc(N2C(=O)C3C4C=CC(C4)C3C2=O)c1)N1CCCc2ccccc21 (centres undefined) | 4 | 13 | 1.2 | -6 | -2 | 5 | 0.4 | 0.7 | 1
CC(OC(=O)c1cc(=O)[nH]c2ccccc12)c1ccccc1 (centres undefined) | 1 | 9 | -0.6 | 23 | -5 | 1 | -1.3 | -2.8 | -2
COc1cc(NC(=O)CN2CCC(Cc3ccccc3)CC2)c(C)cc1[N+](=O)[O-] | 5 | -10 | 1.7 | 45 | 14 | -1 | 0.6 | 0.0 | -2
Cc1ccc(C(=O)C2=C(O)C(=O)N(CCCN3CCOCC3)C23C(=O)N(C)c2ccccc23)o1 (centres undefined) | -2 | -2 | -3.3 | 19 | -6 | -2 | 1.3 | 1.6 | -4
COc1ccc(-n2nnnc2S(=O)(=O)Cc2ccc(C(=O)O)cc2)cc1 | 2 | 18 | -12 | 43 | 2 | -1 | 1.3 | 1.6 | 3
CCN(CC)S(=O)(=O)c1ccc(/C=C/C(=O)OCC(=O)NCc2ccc3c(c2)OCO3)cc1 | 5 | -2 | 0.2 | 3 | -7 | 2 | 4.4 | 5.2 | 1
O=C(Nc1ccccc1)c1ccc(CN2CCc3ccccc3C2)cc1 | -1 | · | -8.1 | -31 | -10 | -1 | 5.7 | 9.2 | 3
Cc1cccc(-n2cnc3c(sc4nc(N5CCOCC5)c5c(c43)CCCC5)c2=O)c1 | 4 | 17 | 2.4 | 3 | -2 | 2 | 0.6 | 1.3 | -1
CCNC(=O)n1cc(-n2cncn2)c(-c2ccc(Cl)cc2)n1 | 4 | 19 | 1.0 | 42 | -4 | 2 | 0.4 | -0.1 | 2
Cc1ccn2c(NC3CCCC3)c(-c3ccsc3)nc2c1 | 8 | 0 | -0.7 | 12 | -8 | -2 | 0.5 | -1.9 | 2
O=C(N/N=C/c1ccncc1)NC1CCCCC1 | 4 | 24 | -2.9 | 2 | -9 | -1 | 1.0 | 0.9 | 0
O=C(COC(=O)/C=C/c1ccccc1Cl)NCCc1ccc(Cl)cc1Cl | 3 | -1 | 1.4 | 44 | -1 | -3 | 0.5 | -1.0 | 0
CCOC(=O)CN(Cc1ccc(OC)c(OC)c1)S(=O)(=O)c1ccc(OC)cc1 | 2 | -10 | 1.0 | -1 | -3 | 2 | 0.1 | -0.7 | -8
CC(=O)N1CCC(N(C(=O)Nc2ccc(Cl)cc2)C(C)C)CC1 | -4 | -6 | 0.9 | 15 | 5 | -1 | 0.9 | 2.1 | -1
CCNc1nc(NCC)n2c(SCC(=O)Nc3ccccc3[N+](=O)[O-])nnc2n1 | 5 | 39 | 0.3 | 21 | 8 | -1 | 0.7 | 0.7 | -1
